Bioassay records as filed in PubChem.
GLP-1R inv ag: inverse agonists of human GLP-1 receptor; P43220; Potency, µM (series often up to 38.3 µM), inactives show at the highest dose activity change, negative = inhibition, actives largely listed as inhibitors; hit rate 1.6% among 410,000; HEK293 GLP-1R CRE-luciferase, luminescence, 24 h; GLP-1R form is constitutively active; also: potency is read from the fitted curve at half-maximal effect; % is scaled to controls: 0 for no effect and ±100 for the full control effect; nearly all actives have a fitted effect of over 55% in size
Target sequence (P43220 whole entry, looked up): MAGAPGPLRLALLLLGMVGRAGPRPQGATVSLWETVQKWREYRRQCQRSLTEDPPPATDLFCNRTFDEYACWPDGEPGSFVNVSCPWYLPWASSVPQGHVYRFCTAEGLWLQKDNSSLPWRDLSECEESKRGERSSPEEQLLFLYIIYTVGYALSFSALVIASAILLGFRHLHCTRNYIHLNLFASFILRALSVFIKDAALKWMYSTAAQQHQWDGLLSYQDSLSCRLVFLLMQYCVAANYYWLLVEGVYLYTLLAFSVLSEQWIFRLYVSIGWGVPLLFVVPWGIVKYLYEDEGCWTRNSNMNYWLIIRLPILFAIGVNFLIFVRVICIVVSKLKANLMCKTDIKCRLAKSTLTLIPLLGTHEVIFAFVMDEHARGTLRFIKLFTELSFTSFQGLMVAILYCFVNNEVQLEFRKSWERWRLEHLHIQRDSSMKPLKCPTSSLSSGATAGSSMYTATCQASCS
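HEK293 cells stably co-expressing a cAMP-responsive luciferase reporter and constitutively active GLP-1R were seeded, incubated 12 h, then exposed to compounds for 24 h at 37 C. Luminescence was read 12 min after detection reagent; inverse agonists lower signal.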
PI5P4Ka inh: inhibitors of human PI5P4K alpha | PI5P4Kalpha enzyme, ADP-Glo luminescence, 60 min; active compounds read low | P48426 | hit rate 1.2% among 330,000 | AID 652105 | max response, %; active = max response of -50% or lower; inconclusive = between -30% and -50%; inactive = -30% or higher; also: value at the top dose of about 77 µM; % is scaled to controls: 0 for no effect and ±100 for the full control effect
Target sequence (P48426 whole entry, looked up): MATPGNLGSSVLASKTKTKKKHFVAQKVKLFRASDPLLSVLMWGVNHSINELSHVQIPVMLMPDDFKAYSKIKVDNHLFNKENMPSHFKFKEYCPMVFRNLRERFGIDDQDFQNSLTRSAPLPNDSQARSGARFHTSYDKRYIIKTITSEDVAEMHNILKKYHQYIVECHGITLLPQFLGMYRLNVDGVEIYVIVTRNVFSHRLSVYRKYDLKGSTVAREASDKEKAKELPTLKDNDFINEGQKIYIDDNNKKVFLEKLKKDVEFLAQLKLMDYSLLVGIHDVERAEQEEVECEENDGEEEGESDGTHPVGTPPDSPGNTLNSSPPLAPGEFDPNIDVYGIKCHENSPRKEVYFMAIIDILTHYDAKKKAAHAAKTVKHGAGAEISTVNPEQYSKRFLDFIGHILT
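Reactions run in 0.038 M HEPES pH 7.4, 0.28 mM EGTA, 0.1% CHAPS and 5% DMSO, with PI5P4Kalpha, substrate, compound and 5 microM ATP final, one hour at room temperature. Readout is ADP-Glo luminescence.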
D3 antag: blocks the human D3 dopamine receptor. AID 652054. max response, negative = inhibition, %. hit rate 2.5% among 360,000. D3R cells, DiscoveRx beta-arrestin luminescence, antagonist mode; active compounds read low. P35462; in the data active = max response below about -50%; inconclusive = no clear call, values can overlap the other calls; also: % is scaled to controls: 0 for no effect and ±100 for the full control effect; mostly tested at two doses, the higher about 12 µM
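Cells plated overnight at 1500 cells/well, then exposed to library compounds with dopamine controls for 90 minutes at 37 degrees C. DiscoveRx reagent added for 30–60 minutes at room temperature; luminescence read, quantitative HTS format.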
GLP-1R agonist: activates the human GLP-1 receptor. P43220. HEK293 GLP-1R CRE-luciferase, luminescence, 4-6 h; cells express a hypersensitive GLP-1R form. Potency, µM (highest dose often 45.6 µM), without a hit: at the top dose activation, hits mostly activators. hit rate 0.007% among 380,000. AID 624172; also: potency is read from the fitted curve at half-maximal effect; % of control where 0% means no effect
D3 ag: activates the human D3 dopamine receptor | D3R DiscoveRx beta-arrestin cells, luminescence, 90 min | max activation, % | P35462 | hit rate 0.58% among 410,000; in the data active = max activation above about 30%; also: 0% is about no effect; mostly tested at two doses, the higher about 12 µM
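Agonist mode: compounds and dopamine controls were applied to plated cells for 90 min at 37 degrees C after an overnight attachment at 1500 cells/well. Luminescent read-out followed 30 - 60 minutes at room temperature with DiscoveRx detection reagent.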
IL-2 act: IL-2 activation; IL-2 activation reporter assay, cell-based qHTS; stimulated with anti-CD3/CD4/CD28 beads; in transgenic mouse T cells; activation, % (series mostly up to about 46 µM); hit rate 0.065% among 360,000; AID 652025; in the data active = activation above about 50%; inconclusive = mostly about 30% to 49%; also: 0% is about no effect
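First, unstimulated transgenic mouse T cells were exposed to compound for 60 min. Next, anti-CD3/anti-CD4-coated beads with anti-CD28 were added. Finally, after 18 h at 37 degrees C, EGFP and DsRed were imaged.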
PLK1 PBD inh: PLK1 (human) polo-box domain binding inhibition; Plk1 PBD binding of FITC phosphopeptide, fluorescence polarization; Potency, µM, for the others: max response, negative = inhibition, usual class: inhibitors; hit rate 2.8% among 360,000; AID 720504; also: potency is read from the fitted curve at half-maximal effect; series mostly up to about 57 µM; % is scaled to controls: 0 for no effect and ±100 for the full control effect; nearly all actives have a fitted effect of over 65% in size
WRN inhibitor: blocks human WRN helicase; Potency, µM (top dose mostly 114 µM), without a hit: at the highest dose activity change, negative = inhibition, usual class: inhibitors; hit rate 0.46% among 360,000; Q14191; WRN helicase unwinding, fluorescent forked duplex, kinetic; also: potency is read from the fitted curve at half-maximal effect; % is scaled to controls: 0 for no effect and ±100 for the full control effect; nearly all actives have a fitted effect of over 55% in size
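Kinetic fluorescence helicase assay: unwinding of a quenched forked DNA duplex (100 nM final) with 2 mM ATP final raises red fluorescence (525/598 nm). Compounds sat 15 min at room temperature with 20 nM WRN beforehand.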
GLP1R cytotox: cytotoxicity in counter-screen for GLP-1R inverse agonists; HEK293 cAMP-luciferase reporter cells, luminescence, 24 h; Potency, µM (titrated, usually from 38.3 µM), inactives show top-dose activity change, negative = inhibition, most hits filed as inhibitors; hit rate 0.13% among 410,000;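 also: loss of luciferase light is scored as toxicity; potency is read from the fitted curve at half-maximal effect; % is scaled to controls: 0 for no effect and ±100 for the full control effect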
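1536-well qHTS counterscreen of the MLSMR; 200 cells/uL, 12 h pre-incubation, 23 nL cpd, 24 h at 37 deg C 5% CO2, luciferase detection reagent, 12 min RT, luminescence. Inhibition = undesired.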
* = called active by the depositor; ? = inconclusive; nt = not tested or not shown; [ ] = dose if it differs, or a comment. Unless noted, calls follow the shape of the dose curve; as a rule, active = well fitted curve in the direction sought with a large enough effect; inconclusive = small, poorly fitted or top-dose-only effect, or another doubt; inactive = no such curve, though single readings can be large; an effect the other way counts as inactive or inconclusive. No enrichment for hits; 7.8% or so of the library scored in one or more.

SMILES	GLP-1R inv ag	PI5P4Ka inh	D3 antag	GLP-1R agonist	D3 ag	IL-2 act	PLK1 PBD inh	WRN inhibitor	GLP1R cytotox
COc1ccc(-c2csc(NC(=O)CSc3nnnn3C)n2)c(OC)c1	41%[activator]	2	-11	-1%	-4	-0.7	3%	-13%	2%
O=C(c1ccccn1)N(Cc1ccco1)C1(C(=O)Nc2ccc(Br)cc2)CCCCC1	-1%	5	0	-1%	-16	-0.3	1%	-4%	4%
CC1CN(CCc2ccccc2)c2nc3c(c(=O)n(CC(N)=O)c(=O)n3C)n2C1 (stereo not given)	1%	6	22	-4%	-5	-1.2	-7%	-26%	-10%
O=C(NC1CCCC1)C(c1cccnc1)N(C(=O)c1ccco1)c1ccc(F)cc1 (stereo not given)	-6%	0	23	0%	12	3.6	-1%	-1%	5%
C[C@@H]1CN([C@H](C)CO)C(=O)Cc2cc(NS(=O)(=O)c3cn(C)cn3)ccc2O[C@H]1CN(C)S(=O)(=O)c1ccc(Cl)cc1	7%	3	8	-3%	4	-0.4	-6%	-7%	-2%
N=c1c(S(=O)(=O)c2ccccc2)cc2c(=O)n3ccccc3nc2n1Cc1cccnc1	54%[activator]	1	-6	6%	-15	-3.0	-6%	-2%	4%
C[C@@H]1CCC(=O)N(CC[C@H](Oc2ccccc2)c2ccccc2)CC1	?	11	0	10%	-6	-2.2	2%	-3%	-5%
COc1ccc(S(=O)(=O)N2CCCC2)cc1NC(=O)c1ccccc1F	6%	-3	5	4%	26	-1.4	-6%	1%	13%
O=C(Nc1ccc(N2CCCC2)c(Cl)c1)c1cccs1	?	-7	-17	11%	-1	-1.6	-6%	-30%[57.1 µM]	-7%
CCOc1ccccc1-n1cnc2cc(C(=O)NCc3ccco3)ccc21	4%	-26	-11	6%	-22	0.3	-16%	-23%	-2%
CC(/C=N/NC(=O)c1cccnc1)=C\c1ccccc1	-4%	-8	-3	6%	1	0.5	-7%	-27%[57.1 µM]	2%
Cc1cc(Cl)ccc1OCC(=O)NCC(=O)N/N=C/c1ccco1	1%	-4	-1	2%	-3	-3.5	-1%	-11%[57.1 µM]	-7%
CCN1C(=O)[C@H]2[C@@H](c3ccc(C)cc3)N3C(=O)N(c4ccc(C(F)(F)F)cc4)C(=O)[C@@]3(CC)[C@H]2C1=O	17%	1	22	-2%	1	0.1	2%	6%	4%
CONC(=O)c1ccc(-c2cccc3nccn23)cc1	38%[activator]	0	41	-2%	5	-0.4	-14%	-1%	6%
OCc1cnc(SCc2cccc(F)c2)n1Cc1ccc(F)cc1	?	nt	nt	5%	-16	nt	nt	nt	3%
O=C(O)C1CCCN1C1=NS(=O)(=O)c2ccccc21 (stereo not given)	6%	5	-3	-3%	1	8.1	-1%	-17%	-2%
CC(C)(C)C1=CC(=O)C(N2CCOCC2)=CC1=O	30%[activator]	-8	-2	5%	1	-3.4	-3%	-5%	-8%
COC(=O)c1ccccc1NC(=O)CSc1n[nH]c(-c2ccco2)n1	12%	1	6	18%	0	-1.0	0%	-15%	-1%
COc1cc(OC)cc(C(=O)NN2CCCCC2)c1	2%	nt	10	2%	-1	-1.8	0%	-2%	1%
O=C(NC1CCCCC1)C1CC(=O)N(c2ccccc2)C1 (stereo not given)	8%	1	0	4%	-12	-0.2	-9%	5%	-1%
CCCn1c(SCC(=O)Nc2ccccc2Oc2ccccc2)n[nH]c1=O	-13%	5	4	8%	2	0.0	-6%	-6%	3%
O=C(CCCc1nc(-c2ccccc2)no1)Nc1cccnc1	4%	-1	-5	-1%	-1	-0.1	3%	4%	-8%
CCC(C)(C)C1CCC(=NNC(=O)c2ccc(Br)o2)CC1 (stereo not given)	19%	6	-17	1%	-7	0.5	-12%	-22%	-4%
CCOC(=O)c1cc(-c2cccc([N+](=O)[O-])c2)on1	20%	-7	-10	-5%	-15	-1.4	-9%	-3%[57.1 µM]	21%
Cc1ccc(S(=O)(=O)NCC(=O)N(CC(=O)NCc2ccco2)Cc2ccco2)cc1	4%	1	4	5%	-10	-2.9	-7%	-7%[11.6 µM]	0%
O=C(Nc1ccon1)c1ccc(OC2CCCC2)cc1	3%	-4	?	-2%	-20	-1.2	-17%	-2%	15%
O=C(CCCn1c(=S)[nH]c2cc3c(cc2c1=O)OCO3)NCc1cccc(Cl)c1	6%	-6	7	-1%	0	-0.6	-4%	-3%[11.6 µM]	-16%
O=C1/C(=C/c2ccc(Br)cc2)Oc2cc(O)ccc21	3%	-24	25	16%	13	-0.3	-1%	7%	231%[activator]
Cc1onc(-c2c(F)cccc2Cl)c1C(N)=S	-22%	4	0	4%	7	0.8	?	-8%	2%
Cc1nn(-c2ccc(C(=O)OC(C)C)cc2)c(C)c1[N+](=O)[O-]	10%	1	3	9%	-4	-7.0	-13%	-30%	1%
C=CC[C@H](CC(=O)NCCO)C(=O)N[C@@H](COC(=O)[C@H](CC=C)CC(=O)OC(C)(C)C)Cc1c[nH]c2ccccc12	-13%	5	21	2%	20	0.2	-7%	6%	-6%
CCOc1ccc(/C=C2/SC(=S)N(C(C(=O)O)c3ccccc3)C2=O)cc1OCC (stereo not given)	17%	-4	-16	3%	-4	0.4	?	-16%	0%
OC[C@@H]1CN(Cc2cccs2)C[C@H](n2cnc3c(Nc4ccccc4)ncnc32)O1	-2%	-1	-5	9%	26	-0.4	-2%	3%	-2%
CCOC(=O)Cn1c2c(c(=N)c3c1CCC3)CCCC2	-20%	21	9	0%	0	-3.3	2%	2%[57.1 µM]	-21%
COc1cc(/C=N/NC(=O)COc2ccc([N+](=O)[O-])cc2)ccc1OCC(=O)N1CCOCC1	6%	12	-10	7%	-4	-1.9	-3%	-3%	21%
CCOC(=O)c1c(/N=C/c2cc(C)ccc2O)sc2c1CCC2	2%	11	15	1%	1	-0.6	-7%	-19%	13%
Cc1ccc(C(=O)N/N=c2\oc3ccccc3cc2C(N)=O)cc1	31%[activator]	-4	4	7%	3	-2.7	-2%	-6%	-20%
Cc1ccc(C(=O)Nc2ncc3c(Cl)cccc3n2)cc1	7.1µM*	-15	-4	-33%[inhibitor]	1	-0.7	21µM*	12%	-24%
CC(=O)c1c(C)nc(-c2ccc(OCC(=O)Nc3cccc(C)c3C)cc2)n1O	14%	-1	10	-5%	1	-0.4	6%	-7%	5%
O=C(Cc1ccccc1)Nc1cccc(-c2nc3ncccc3o2)c1	-8%	-3	-14	11%	2	-3.2	1%	-5%	?
NC(=O)c1cc2cc(Cl)ccc2o/c1=N/NC(=O)c1cccs1	79%[activator]	1	-4	24%	-19	-2.8	-6%	-11%	-12%
CSc1ccccc1NC(=S)N/N=C/c1cccn1Cc1ccc(F)cc1	?	32	7	13%	5	0.1	0%	-5%	-7%
COc1ccccc1N1CCN(c2nc3ccccc3nc2C(C#N)C(=O)OC(C)C)CC1 (stereo not given)	11µM*	1	16	-5%	6	1.1	2%	-5%	-23%
CN(C(=O)CSc1nnc(-c2ccco2)n1N)C1CCCCC1	7%	0	-21	6%	-8	-0.2	-14%	12%	-3%
O=c1c2cnn(-c3ccc(F)cc3)c2ncn1Cc1cccnc1	0%	8	-11	7%	-12	0.3	-6%	6%	1%
C1CCC(n2nnnc2CN2CCCC2)CC1	11%	nt	?	-3%	-3	-2.2	-3%	1%	6%
O=C(CN(C(=O)CNS(=O)(=O)c1ccc(F)cc1)c1ccccc1F)NCc1ccco1	-6%	-11	7	7%	0	-0.8	-5%	-1%	1%
CCCNC(=S)Nc1cccc(C(F)(F)F)c1	19%	2	0	3%	2	0.6	-13%	6%	18%
O=C(O)c1ccccc1C(=O)Nc1ccc(-n2ccc(C(F)(F)F)n2)cc1	13%	3	1	1%	-2	-0.2	-1%	1%	-5%
O=C(CCN1C(=O)/C(=C/c2ccccc2)SC1=S)NCCc1ccc(O)cc1	5µM*	-14	-5	-5%	-2	-4.1	-10%	-2%	?
CCN1CCN(c2cc(C)c3cc(NC(=S)NCc4cccs4)ccc3n2)CC1	?	6	-24	17%	-12	0.9	-17%	-7%	?
C[C@H]1COc2cccc(N3CCN(Cc4ccccc4F)CC3)c2S(=O)(=O)N1	-25%	-2	-2	-2%	-1	0.2	3%	2%	-11%
CC(=O)O/N=C(/C)c1ncc(C(F)(F)F)cc1N1CCOCC1	16%	1	10	4%	1	-1.1	-5%	-6%	6%
COCCn1c(SCC(=O)NC2CCCC2)nnc1C(C)C	-1%	4	-9	-2%	-22	1.4	-7%	3%	-8%
C[C@H](CO)N1C[C@H](C)[C@@H](CN(C)Cc2ccc(C(=O)Nc3ccccc3N)cc2)Oc2c(NC(=O)C3CCCCC3)cccc2C1=O	-2%	1	-10	5%	0	-1.3	-1%	-7%	-10%
CC(=O)c1cccc(NC(=O)N2CCCC(C(=O)c3cc(F)ccc3F)C2)c1 (stereo not given)	-8%	-1	-7	12%	22	-0.4	4%	5%	2%
COc1ccc(CCNC(=O)CCS(=O)(=O)c2cc3c(cc2Cl)NC(=O)CO3)cc1OC	1%	nt	nt	6%	6	nt	nt	nt	-6%
O=C(NNC(=O)c1ccc(O)cc1O)c1ccc(Cl)cc1	-10%	7	33	-5%	1	0.4	-5%	-11%	-7%
COc1ccc2c(c1)-c1nc(NC(=O)c3ccco3)sc1CC2	1%	7	35	1%	15	-0.5	?	-13%	-14%
O=C(NCc1ccc(Cl)cc1)c1cccnc1	8%	-13	6	-13%	-1	0.8	24µM*	1%	1%

Entries from the list above that contain a tert-butyl group (two):
SMILES	GLP-1R inv ag	PI5P4Ka inh	D3 antag	GLP-1R agonist	D3 ag	IL-2 act	PLK1 PBD inh	WRN inhibitor	GLP1R cytotox
CC(C)(C)C1=CC(=O)C(N2CCOCC2)=CC1=O	30%[activator]	-8	-2	5%	1	-3.4	-3%	-5%	-8%
C=CC[C@H](CC(=O)NCCO)C(=O)N[C@@H](COC(=O)[C@H](CC=C)CC(=O)OC(C)(C)C)Cc1c[nH]c2ccccc12	-13%	5	21	2%	20	0.2	-7%	6%	-6%
